Assay outcomes as filed in PubChem.
KCNQ1 pot: potentiators or activators of KCNQ1 channel, primary screen, cell-based, thallium flux, high-throughput. Potassium voltage-gated channel subfamily KQT member 1 (Homo sapiens), P51787. CHO-K1 KCNQ1, thallium flux FluxOR fluorescence; hits give high values. B-score at 10 µM. 0.35% of 310,000 active. AID 2648, 2010;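 active means fluorescence ratio B-score, a plate-corrected score, at least three library SD, with initial intensity B-score within 5 SD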
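Material: CHO-K1 cells stably expressing KCNQ1. Medium: assay buffer for compound exposure, DMSO matched across wells. Reagent: K+/Tl+ depolarizing stimulus. Compound dosing: single-concentration screen. Times: 37 °C overnight plating, 90-min dark dye load, 20-min compound pretreatment. Technique: FluxOR Tl+ flux fluorescence.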
KCNK3 inh: human KCNK3 channel inhibitors, primary screen, CHO cells, FluxOR thallium flux, B-score. Potassium channel subfamily K member 3 (Homo sapiens), O14649. FluxOR fluorescence; hits give low values. B-score at 10 µM. 0.84% of 340,000 active;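 active means B-score under library mean minus 4 SD, starting fluorescence ratio at most library mean plus 5 SD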;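 further: more negative B-score means stronger inhibition of thallium flux through KCNK3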
HDAC3 inh: HDAC3 deacetylase inhibitors, primary screen, biochemical, fluorescence, cell-free homogeneous. Histone deacetylase 3 (Homo sapiens), O15379. recombinant HDAC3, fluorogenic peptide/trypsin coupled. inhibition, % at 8.3 µM. 0.15% of 320,000 active; in the data active means inhibition above about 26%, passing the limit was not always enough
SKKanGAS inh: S. pyogenes SKKanGAS growth inhibitors in kanamycin, primary screen, streptokinase expression inhibitor project, SKKanGAS strain, BacTiter-Glo luminescence. 6 h. inhibition, % at 7.5 µM. 1.3% of 300,000 active. AID 1662, 2009;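 active means mean replicate score, as percent of positive control median, at least 50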;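 further: strain carries kanamycin resistance gene driven by streptokinase promoter and grows in 40 µg/ml kanamycin; loss of luminescence reflects streptokinase promoter inhibition or plain growth inhibition; 0% = median of DMSO wells and 100% = positive control at its reference dose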
TMEM16A inh: TMEM16A chloride channel inhibitors, primary screen, cell-based, HTS. Anoctamin-1 (Mus musculus), Q8BHY3. normalized B-score (activity score, 25-100; higher = stronger inhibition) at 10 µM. 1.2% of 310,000 active. HEK293 TMEM16A/YFP iodide influx fluorescence, ionomycin;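 active means ratio plate-corrected score three or more library SD toward inhibition, starting fluorescence score within five deviations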;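 further: score derived from kinetic fluorescence span divided by baseline fluorescence per well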
TMEM16A act: TMEM16A chloride channel activators or potentiators, primary screen, cell-based, HTS | 0.3% of 340,000 active | HEK293 TMEM16A/YFP-H148Q/I152L, iodide quench fluorescence; hits give low values | AID 623877, 2012 | B-score at 10 µM;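 active means fluorescence-ratio B-score plate-corrected deviation score at least 3 library SD below zero, with starting fluorescence score within 5 deviations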;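 further: channel opened by trigger with iodide after compound preincubation; score built on the fluorescence ratio of max minus min over baseline; more negative score means more quench and so TMEM16A activation or potentiation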
KCNQ1 block: inhibitors of human KCNQ1 channel, primary screen, cell-based, thallium flux, high-throughput; Potassium voltage-gated channel subfamily KQT member 1 (Homo sapiens), P51787; CHO-K1 KCNQ1, FluxOR thallium flux fluorescence; hits give high values; B-score at 10 µM; 1.3% of 310,000 active; AID 2642, 2010;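 active means compounds whose thallium flux B-score, printed positive for inhibition, exceeds three library SD while starting fluorescence stays within three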;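 further: channel opened by potassium depolarization with thallium stimulus after 20 min compound exposure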
hERG rescue: hERG rescue from dofetilide block, primary screen, cell-based, CHO-hERG, FluxOR thallium flux, dofetilide IC70; activation (rescue from dofetilide block), less the hit threshold, % at 10 µM; Voltage-gated inwardly rectifying potassium channel KCNH2 (Homo sapiens), Q12809; 0.51% of 310,000 active; dofetilide IC70 present;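 active means activation above the mean of controls blocked by dofetilide plus 5 SD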;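 further: thallium influx through hERG after potassium depolarization seen as dye fluorescence rise; in these data hits start at about 4.7%; inactives centre near -7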
Target sequence (Q12809 whole entry, looked up): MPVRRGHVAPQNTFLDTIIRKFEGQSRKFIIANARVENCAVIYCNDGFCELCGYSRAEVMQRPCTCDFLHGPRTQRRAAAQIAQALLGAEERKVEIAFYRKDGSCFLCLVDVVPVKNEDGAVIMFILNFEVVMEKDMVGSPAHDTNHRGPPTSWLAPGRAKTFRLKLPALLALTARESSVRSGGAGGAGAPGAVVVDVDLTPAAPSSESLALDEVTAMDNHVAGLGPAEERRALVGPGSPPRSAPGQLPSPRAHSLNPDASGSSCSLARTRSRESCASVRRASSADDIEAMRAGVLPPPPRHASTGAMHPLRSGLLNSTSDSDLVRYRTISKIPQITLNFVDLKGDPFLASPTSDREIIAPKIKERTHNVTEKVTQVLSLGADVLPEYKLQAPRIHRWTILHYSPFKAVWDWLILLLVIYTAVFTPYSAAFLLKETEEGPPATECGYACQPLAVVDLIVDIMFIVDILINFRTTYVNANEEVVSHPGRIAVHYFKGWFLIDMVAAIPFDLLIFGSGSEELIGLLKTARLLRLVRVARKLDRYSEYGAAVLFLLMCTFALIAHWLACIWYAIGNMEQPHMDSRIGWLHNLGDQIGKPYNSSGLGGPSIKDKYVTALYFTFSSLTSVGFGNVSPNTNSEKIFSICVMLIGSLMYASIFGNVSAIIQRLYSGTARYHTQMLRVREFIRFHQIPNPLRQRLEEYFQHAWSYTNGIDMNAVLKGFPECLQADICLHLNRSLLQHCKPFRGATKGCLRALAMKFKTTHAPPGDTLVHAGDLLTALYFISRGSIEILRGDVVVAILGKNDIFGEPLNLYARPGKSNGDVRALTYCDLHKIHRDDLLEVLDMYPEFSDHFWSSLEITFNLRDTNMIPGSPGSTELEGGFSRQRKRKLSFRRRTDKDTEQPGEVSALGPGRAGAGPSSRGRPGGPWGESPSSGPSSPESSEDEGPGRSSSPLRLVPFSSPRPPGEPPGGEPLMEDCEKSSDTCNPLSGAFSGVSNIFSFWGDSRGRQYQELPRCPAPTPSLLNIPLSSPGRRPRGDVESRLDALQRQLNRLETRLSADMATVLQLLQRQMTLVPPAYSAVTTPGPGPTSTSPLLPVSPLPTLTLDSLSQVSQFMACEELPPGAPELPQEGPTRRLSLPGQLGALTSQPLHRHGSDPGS
RGS4 pot: RGS4 potentiators or activators, primary screen, cell-based, HEK293 M3R inducible RGS4, calcium flux. B-score at 10 µM. carbachol calcium flux Fluo4; hits give low values. 0.92% of 310,000 active;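 active means B-score of the integrated calcium signal more than 4 SD below the library mean, with starting fluorescence not abnormally high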;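 further: negative B-score means reduced calcium response which marks RGS4 activation or potentiation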
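test system = HEK293 cells with stable M3R and inducible RGS4 | schedule = recording 10 s baseline at 1 Hz, 100 s post-agonist | technique = Fluo4-AM (2 µM) calcium-flux fluorescence, kinetic read | measure = Agonist-evoked peak-minus-minimum fluorescence over baseline, integrated ratio, B score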
KCNK9 block: KCNK9 potassium channel inhibitors, primary screen, HEK293 cells, thallium flux; Potassium channel subfamily K member 9 (Homo sapiens), Q9NPC2; FluxOR thallium flux fluorescence; hits give low values; B-score at 10 µM; 1.2% of 310,000 active; AID 488922, 2010;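 active means ratio B-score over 3 SD below the library mean, with starting fluorescence within 5 SD of its mean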;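 further: negative B-score means less thallium flux so channel inhibition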
RGS4 inh: RGS4 inhibitors, primary screen, cell-based, HEK293 M3R inducible RGS4, calcium flux; Regulator of G-protein signaling 4 (Homo sapiens), P49798; Fluo-4 calcium flux; hits give high values; triggered by carbachol at its EC20; B-score at 10 µM; 0.45% of 310,000 active; AID 463165, 2010;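 active means B-score, a plate-corrected calcium signal, over three deviations above library mean, with baseline fluorescence within five deviations of library mean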;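 further: RGS4 expression induced by doxycycline in cells with stable M3 receptor; B-score is computed from the integrated fluorescence ratio over baseline after carbachol; higher B-score means a larger calcium signal and so more RGS4 inhibition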
Numbers without * were called inactive; i = inactive; x = no result given. Compounds were not picked by outcome, and some 6.3% of all compounds hit somewhere here.

Every second line gives: KCNK3 inh, HDAC3 inh, RGS4 pot, RGS4 inh, hERG rescue, KCNQ1 block, TMEM16A inh, KCNQ1 pot, TMEM16A act, SKKanGAS inh, KCNK9 block
> COc1ccccc1N1CCN(CCCNC(=O)Nc2ccccc2)CC1
    i, 1, i, i, -6, i, i, i, i, 1, i
> COCCn1c(N)c(N(Cc2ccccc2)C(=O)c2cc3ccccc3o2)c(=O)[nH]c1=O
    i, 2, i, i, -7, i, i, i, i, 2, i
> COc1ccc(-c2nc3c4ccccc4ccn3c2CN2CCOCC2)cc1OC
    i, -24, i, i, -11, i, i, i, i, 1, i
> CN1CCN(S(=O)(=O)c2ccc(NC(=O)c3ccco3)cc2)CC1
    i, 7, i, i, 2, i, i, i, i, -12, i
> Cc1cc(C)cc(-c2nc(-c3ccncc3)no2)c1
    i, 10, i, i, -16, i, i, i, i, 8, i
> COc1ccc(/C=C2/Sc3ccc(C(=O)NCCCN4CCOCC4)cc3NC2=O)cc1OC
    i, 11, i, i, -12, i, i, i, i, 2, i
> Cc1ccc(-c2nc(-c3ccccn3)no2)cc1[N+](=O)[O-]
    i, 5, i, i, -5, i, i, i, i, 19, i
> COC(=O)[C@H](C)NC(=O)Nc1ccc(S(N)(=O)=O)cc1
    i, 0, i, i, -10, i, i, i, i, 9, i
> COc1ccc(OCC(=O)N2CCN(C(=O)c3ccco3)CC2)cc1
    i, -2, i, i, -5, i, i, i, i, 16, i
> CC(C)C1COC(c2cccc3ccccc23)=N1 (stereo not given)
    i, 4, i, i, -6, i, i, i, i, 9, i
> CSc1nc(N2CCOCC2)c2c(c1C#N)CC(C)(C)OC2
    i, -2, i, i, -11, i, i, i, i, 3, i
> Cn1c(NC(=O)/C=C/c2ccccc2)cc(=O)n(C)c1=O
    i, 14, i, i, -5, i, i, i, i, 7, i
> O=C(NC1=NCCS1)c1sc2cc(F)ccc2c1Cl
    i, -1, i, i, -9, i, i, i, i, -8, i
> COc1ccccc1CNC(=O)Cn1ccc2cc(S(=O)(=O)N3CCCC3)ccc21
    i, -10, i, i, -6, i, i, i, i, 0, i
> Cc1cc(-c2csc(NC(=O)c3ccc(=O)[nH]c3)n2)c(C)n1Cc1ccccc1
    i, 1, i, i, -33, i, i, i, i, 1, i

(continued)
Every second line gives: KCNK3 inh, HDAC3 inh, RGS4 pot, RGS4 inh, hERG rescue, KCNQ1 block, TMEM16A inh, KCNQ1 pot, TMEM16A act, SKKanGAS inh, KCNK9 block
> COc1ccc(CNC(=O)c2cccnc2SC)cc1OC
    i, 0, i, i, -14, i, i, i, i, -17, i
> Cc1ccc(C)c(OCc2cc(C(=O)N3CCN(c4ccccc4)CC3)no2)c1
    i, -3, i, i, -4, 7*, i, i, i, 5, i
> CCCCN(CC)C(=O)c1ccccc1Oc1ccccc1
    i, -2, i, i, -4, i, i, i, i, -7, i
> O=C(Nc1ccc(S(=O)(=O)N2CCOCC2)cc1)C1CCCCC1
    i, 9, i, i, -4, i, 25*, i, i, 3, i
> CCOC(=O)C1CCN(c2ncnc3cc(OC)c(OC)cc23)CC1
    i, -6, i, i, -3, i, i, i, i, -2, i
> CNS(=O)(=O)c1cccc(C(=O)OCc2cc(C(C)=O)ccc2OC)c1
    i, -3, i, i, -14, i, i, i, i, -2, i
> COC(=O)C(C)(C(=O)OC)c1ccc([N+](=O)[O-])cn1
    i, 4, i, i, -10, i, i, i, i, 11, i
> CCCCNC(=S)Nc1cccc(C(C)=O)c1
    i, 4, i, i, 0, i, i, i, i, -1, i
> COc1ccc(S(=O)(=O)NCCc2ccccc2)c2cccnc12
    i, -4, i, i, -4, i, i, i, i, -2, i
> O=C(c1ccc(N2CCN(C(=O)c3ccc(F)cc3F)CC2)cc1)c1cccc(F)c1
    i, 2, i, i, -20, i, i, i, i, 4, i
> Nc1c(C(=O)N/N=C/c2ccc([N+](=O)[O-])cc2)sc2nnc(-c3ccccc3)c(-c3ccccc3)c12
    x, 0, i, i, -7, i, i, i, x, 1, i
> COc1ccc(C(=O)c2c[nH]c(C(=O)NCc3cccnc3)c2)cc1
    i, -3, i, i, -8, i, i, i, i, 21, i
> CCN(CC)S(=O)(=O)c1ccc(C)c(NC(=O)COC(=O)c2ccc(C)c(S(=O)(=O)N3CCOCC3)c2)c1
    i, 3, i, i, -11, i, i, i, i, -4, i
> COc1ccc(C(CNC(=O)c2ccc(NS(=O)(=O)c3ccc(F)c(C)c3)cc2)N(C)C)cc1 (stereo not given)
    i, -11, i, i, -16, i, i, i, i, 25, i
> C=CCN1CCc2c(cc(O)c(O)c2Br)[C@@H](c2ccccc2)C1
    i, 0, i, i, -6, i, i, i, i, -2, i

The list continues:
Every second line gives: KCNK3 inh, HDAC3 inh, RGS4 pot, RGS4 inh, hERG rescue, KCNQ1 block, TMEM16A inh, KCNQ1 pot, TMEM16A act, SKKanGAS inh, KCNK9 block
> Cc1ccn(C)c(=N)c1
    i, -1, i, i, -10, i, i, i, i, 3, i
> Clc1ccc(CNc2nc(N3CCOCC3)nc(N3CCOCC3)n2)cc1
    i, -2, i, i, -1, i, i, i, -7.6*, 4, i
> Cc1cc(N2CCN(Cc3cn(C)nc3-c3ccccc3F)CC2)cc(C)n1
    i, 3, i, i, -21, i, i, i, i, 2, i
> COc1ccccc1NC(=O)CSc1nc(O)cc(=O)[nH]1
    i, -2, i, i, -2, i, i, i, i, 1, i
> COc1ccc(Cc2noc(CN(C)CC3CCN(Cc4ccccc4)CC3)n2)cc1OC
    i, 0, i, i, -9, i, i, i, i, -4, i
> Cc1nc(C(=O)NNC(=O)c2ccccc2)c(C(F)(F)F)o1
    i, 0, i, i, -7, i, i, i, i, -2, i
> CCn1c2ccccc2c2cc(/C=N/NC(=O)c3cc(O)cc(O)c3)ccc21
    i, -9, i, 9*, -20, i, i, i, i, 24, i
> Cc1c(NC(=O)CSc2nnc(Nc3ccccc3)s2)c(=O)n(-c2ccccc2)n1C
    i, 6, i, i, -6, i, i, i, i, 6, i
> COc1ccc2c(c1)CC/C2=N\OC(=O)c1cccc(C)c1
    i, 6, i, i, -9, i, i, i, i, -8, i
> COC(=O)Cc1ccc(NC(=S)NCc2ccc(Cl)cc2)cc1
    i, 1, i, i, -3, i, i, i, i, -5, i
> O=C(CSc1n[nH]c(-c2ccccc2)n1)Nc1ccccc1O
    i, 13, i, i, -5, i, i, i, i, -3, i
> O=C(Nc1ncc([N+](=O)[O-])s1)C1COc2ccccc2O1 (stereo not given)
    i, 12, i, i, -12, i, 25*, i, i, -8, i
> CCCn1c(SCC(=O)Nc2nc(C)c(C(=O)OC)s2)nnc1C(C)C
    i, 15, i, i, 4, i, i, i, i, -3, i
> COc1ccc(-c2c3c(=O)n(C)c(=O)n(C)c3cn2-c2cc(OC)ccc2OC)cc1
    i, -7, i, i, -6, i, i, i, i, 8, i
> Cc1oc(-c2cccs2)nc1CS(=O)CC(=O)NCc1ccc2c(c1)OCO2 (stereo not given)
    i, -2, i, i, -12, i, i, i, i, -7, i

More compounds follow:
Every second line gives: KCNK3 inh, HDAC3 inh, RGS4 pot, RGS4 inh, hERG rescue, KCNQ1 block, TMEM16A inh, KCNQ1 pot, TMEM16A act, SKKanGAS inh, KCNK9 block
> COCc1cc(=O)[nH]c(SC)n1
    i, 1, i, i, -12, i, i, i, i, 2, i
> Cn1c(CNC(=O)Cc2ccc3c(c2)OCO3)nnc1SCc1ccccc1
    i, 1, i, i, -10, i, i, i, i, -2, i
> O=C(COc1ccccc1[N+](=O)[O-])Nc1ccc(CN2CCOCC2)cc1
    i, 0, i, i, -8, i, i, i, i, -2, i
> Cc1ccc(NC(=O)COc2nsnc2N2CCOCC2)cc1Cl
    i, 3, i, i, -9, i, i, i, i, -1, i
> Cc1ccc(-c2csc3ncnc(N4CCN(C)CC4)c23)cc1C
    i, 4, i, i, -4, i, i, i, i, 2, i
> CCc1c(C)nc2cc(-c3ccccc3)[nH]n2c1=O
    i, -16, i, i, -7, i, i, i, i, 5, i
> N#Cc1c(NC(=O)c2nc3ncccn3n2)sc2c1CCCCC2
    i, -1, i, i, -2, i, i, i, i, x, i
> Cc1cccc(C(=O)Nc2c(C#N)c(C)c(C)n2Cc2ccccc2)c1
    i, 6, i, i, -5, i, i, i, i, -13, i

Six records drawn at random from the list so far:
Every second line gives: KCNK3 inh, HDAC3 inh, RGS4 pot, RGS4 inh, hERG rescue, KCNQ1 block, TMEM16A inh, KCNQ1 pot, TMEM16A act, SKKanGAS inh, KCNK9 block
> Cc1ccc(NC(=O)COc2nsnc2N2CCOCC2)cc1Cl
    i, 3, i, i, -9, i, i, i, i, -1, i
> O=C(COc1ccccc1[N+](=O)[O-])Nc1ccc(CN2CCOCC2)cc1
    i, 0, i, i, -8, i, i, i, i, -2, i
> Cc1cccc(C(=O)Nc2c(C#N)c(C)c(C)n2Cc2ccccc2)c1
    i, 6, i, i, -5, i, i, i, i, -13, i
> COCc1cc(=O)[nH]c(SC)n1
    i, 1, i, i, -12, i, i, i, i, 2, i
> CCc1c(C)nc2cc(-c3ccccc3)[nH]n2c1=O
    i, -16, i, i, -7, i, i, i, i, 5, i
> Cn1c(CNC(=O)Cc2ccc3c(c2)OCO3)nnc1SCc1ccccc1
    i, 1, i, i, -10, i, i, i, i, -2, i
